# CaV13 ICDI inh = Primary screen for inhibitors of IQ motif and Ca2+-dependent inactivation inhibitor domain binding in CACNA1D, Förster resonance energy transfer in living cells, …. AID 743397. HEK cells, CFP/YFP FRET ICDI-IQ, plate reader, 10 min; percent FRET-ratio fall versus neutral wells. inhibition, % at 12.3 µM. 340,000 compounds, 0.098% hits;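 active means mean replicate inhibition of at least 30% and at least 1% of replicates passing that level; inconclusive means only one of the two criteria is met; inactive means neither criterion is met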;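 further: 0% = median of the neutral control wells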
# iPSC survival up = enhancers of human iPSC single-cell survival; hiPSC single-cell survival, ATPlite luminescence; 100% = ROCK inhibitor wells, 0% = DMSO; survival enhancement, % at 20 µM; 360,000 compounds, 0.044% hits; AID 602274; in the data active means survival enhancement above about 18%;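 further: cells exposed to compounds for 16 hours before the ATP read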
# TRPM1 prom inh = reduces MITF-dependent TRPM1 promoter luciferase signal; SK-MEL-5 TRPM1 promoter luciferase, 24 h; AID 488899; inhibition, % at 12.5 µM; 330,000 compounds, 0.83% hits;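 active means mean inhibition across replicates of 60% or more, whatever share of single replicates reaches that level; inconclusive means some that reach 60%, reason not given; inactive means mean inhibition across replicates below 60%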; further: values of inactives mirror those of a sister screen read the other way
# Vif imaging = blocks HIV Vif function | 340,000 compounds, 0.35% hits | HEK293T cells, Vif self-association by quenched fluorescence, imaging, 24 h | inhibition, % at 7.49 µM | AID 602346; in the data active means inhibition above about 50%, passing the limit was not always enough; inconclusive means no clear call, values can overlap the other calls; inactive means below about 31%; further: some results filed as inactive read as strong as hits
# NR2E3 ag-1 = agonists of human nuclear receptor NR2E3; GST-NR2E3/biotin-RetCOR TR-FRET, 1536-well; inhibition of corepressor binding, % at 4.78 µM; 320,000 compounds, 0.12% hits; AID 2300;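 active means percent inhibition above the cutoff of mean plus 3 SD of all tested compounds, set per screening campaign, cut at about 20% in these data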;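 further: 0% = DMSO wells and 100% = biotin wells as full block of FRET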
# Target sequence (Q9Y5X4 whole entry, looked up): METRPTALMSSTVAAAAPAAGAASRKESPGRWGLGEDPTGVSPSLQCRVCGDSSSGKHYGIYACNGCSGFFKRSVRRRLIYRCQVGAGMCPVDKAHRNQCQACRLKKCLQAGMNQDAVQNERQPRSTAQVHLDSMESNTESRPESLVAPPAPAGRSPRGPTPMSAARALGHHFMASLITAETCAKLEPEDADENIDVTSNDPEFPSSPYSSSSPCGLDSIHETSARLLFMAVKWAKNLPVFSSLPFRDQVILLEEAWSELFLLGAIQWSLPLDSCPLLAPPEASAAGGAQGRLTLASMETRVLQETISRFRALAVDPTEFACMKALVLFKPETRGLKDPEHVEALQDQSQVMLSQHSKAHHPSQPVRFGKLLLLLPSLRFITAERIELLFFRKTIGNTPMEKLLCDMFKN
#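 System: GST-NR2E3 and biotin-RetCOR proteins; probe or stimulus: 7 nM biotin-RetCOR; doses: compound at 4.8 µM, single dose; schedule: Compound–protein incubation for 5 h at 4 °C; detection: time-resolved FRET; read-out: percent inhibition; controls: biotin wells as high control, 0.6% DMSO wells as low control; format: 1536-well plates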
# Exocytosis inh = lytic granule exocytosis inhibition; TALL-104 LAMP-1 surface exposure, flow cytometry; cells stimulated with thapsigargin and PMA; inhibition, % at 10 µM; 360,000 compounds, 0.66% hits; AID 651702;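 active means inhibition above about 55%, limit read from the data; inconclusive means no clear call, values can overlap the other calls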
# Peg3 promoter = reduces Peg3 promoter-driven luciferase expression in HeLa; HeLa PEG-Prom luciferase reporter, luminescence, overnight; inhibition, % at 20 µM; 360,000 compounds, 1.7% hits;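 active means inhibition of at least 50% at 20 µM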
# NR2E3 ag-2 = agonists of human NR2E3 nuclear receptor. CHO-S Gal4-NCOR/VP16-NR2E3 two-hybrid, luciferase. AID 602229. 360,000 compounds, 0.35% hits. inhibition of corepressor binding, % at 3.98 µM;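 active means inhibition above the mean of all tested compounds plus 3 SD, cut at about 70% in these data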;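 further: 0% = DMSO with NR2E3 transfected cells and 100% = cells lacking NR2E3 construct; higher means lower luciferase signal from less NR2E3 corepressor binding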
# aDG glyco act = increases alpha dystroglycan glycosylation; Pro5-aDG cells, alpha-DG glycosylation AlphaScreen (IIH6); 0% Pro5, 100% B10-LARGE cell signal; activation, % at 10 µM; 360,000 compounds, 0.22% hits; AID 624168;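 active means activation of at least 8% versus controls, or a plate z-score of at least 8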;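 further: Pro5 are CHO cells carrying HIG-tagged alpha-DG that lacks glycosylation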
# HIF-2a block = blocks HIF-2a reporter activity | 786-0 RCC cells HIF-2a reporter, luciferase luminescence, overnight | inhibition, % at 18.8 µM | 360,000 compounds, 0.72% hits | AID 624352;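 active means inhibition of the luminescence signal of 40% or more relative to plate controls, in a single-dose primary screen at 18.75 µM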
# PDI inh = inhibitors of human protein disulfide isomerase. 350,000 compounds, 0.052% hits. AID 588391. PDI insulin aggregation turbidity, A650, 90 min. inhibition, % at 10 µM. P07237;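 active means mean inhibition across replicates of 30% or more, whatever share of single replicates reach that level; inconclusive means mean inhibition below 30% while every single replicate reaches 30%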;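 further: absorbance from insulin aggregation driven by PDI reduction with DTT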
# Target sequence (P07237 whole entry, looked up): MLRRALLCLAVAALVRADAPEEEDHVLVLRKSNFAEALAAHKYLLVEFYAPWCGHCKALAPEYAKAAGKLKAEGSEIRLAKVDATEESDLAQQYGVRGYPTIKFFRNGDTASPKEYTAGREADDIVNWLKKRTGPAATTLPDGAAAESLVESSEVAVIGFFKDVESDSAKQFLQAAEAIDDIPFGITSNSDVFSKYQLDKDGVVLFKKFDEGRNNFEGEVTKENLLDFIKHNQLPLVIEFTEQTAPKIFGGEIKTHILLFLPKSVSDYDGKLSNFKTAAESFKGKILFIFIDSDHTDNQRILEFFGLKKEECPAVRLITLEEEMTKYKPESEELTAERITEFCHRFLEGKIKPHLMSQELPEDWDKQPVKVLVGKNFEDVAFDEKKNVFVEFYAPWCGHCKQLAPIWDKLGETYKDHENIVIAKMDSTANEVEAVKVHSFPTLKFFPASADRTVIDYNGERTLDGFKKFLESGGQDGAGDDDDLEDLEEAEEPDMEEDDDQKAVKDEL
# An asterisk follows results filed as active; ? = inconclusive; . = not tested or not shown; & = joins results of further samples.
SMILES,CaV13 ICDI inh,iPSC survival up,TRPM1 prom inh,Vif imaging,NR2E3 ag-1,Exocytosis inh,Peg3 promoter,NR2E3 ag-2,aDG glyco act,HIF-2a block,PDI inh
O=S(=O)(Nc1ccccc1N1CCOCC1)c1ccc(F)c(Cl)c1,.,0.6,-3,6,-1,-5,19,-21,0.2,6,0
Cc1noc(C)c1COc1ccccc1C(=O)N(C)Cc1ccco1,-3,0.7,2,3,2,-1,-12,-15,0.1,3,-3
COc1ccc(/C(N)=N/OC(=O)c2c(-c3ccccc3Cl)noc2C)cc1OC,.,0.0,15,-15,.,38,40,-10,0.0,11,4
Cc1ccccc1NC(=O)Nc1nc(C(N)c2ccccc2)cs1 (configuration not stated),-5,-3.1,.,7,.,-8,4,-23,0.0,-18,-11
OCc1cn(-c2ccccc2)nn1,-3,-0.5,-4,1,3,0,3,7,-0.2,4,7
Cc1cc(Cl)ccc1Oc1ncc(-c2ccc(Cl)cc2)cn1,.,-0.1,-16,-4,-2,-2,4,-25,0.3,-16,0
OCCNc1nc(NCc2ccccc2)c2ccccc2n1,-6,-0.5,9,1,-1,-1,-7,-5,0.3,16,10
CCCCn1c(SCC(=O)OC)nc2c1c(=O)n(C)c(=O)n2C,-4,0.4,6,4,3,0,12,-25,0.1,2,-1
COc1ccccc1NC(=O)C1CCCN(S(=O)(=O)c2cnc[nH]2)C1 (configuration not stated),23,1.8,-6,11,9,3,8,-7,0.1,-1,-3
CS(=O)(=O)N1CCN(c2ccc(Cl)cc2[N+](=O)[O-])CC1,-6,2.8,9,1,42*,-2,7,6,0.2,19,15
Cc1cc(C)n(C(=O)Cn2nc(C)c(Cl)c2C)n1,-2,-0.2,3,-2,1,3,20,7,0.1,18,-5
Cc1[nH]c2ccccc2c1SCC(=O)N1CCCCCC1,-1,0.3,8,3,-3,0,5,13,0.4,-14,-5
O=C(Nc1cccc(C(=O)N2CCN(c3ccc(F)cc3)CC2)c1)c1ccccc1,-7,-0.4,10,-4,3,-1,26,-15,0.2,7,5
C=C(C)CSc1nc2c(c(=O)[nH]c(=O)n2C)n1Cc1ccccc1,-6,-0.6,14,-20,-1,7,-3,-2,0.2,-9,9
CCOc1ccc(OCCC(=O)OCC(=O)NCc2ccccc2)cc1,-5,-0.2,0,3,-2,-4,-3,3,-0.1,9,9
CCOC(=O)c1c(NC(=O)/C=C/c2ccco2)sc(C)c1C,-6,3.2,8,0,-2,8,-4,3,0.0,-2,1
Cc1[nH]n(-c2ccccc2)c(=O)c1N=Nc1ccccc1C(=O)N1CCCCC1,-5,-0.5,-14,1,3,-4,27,3,0.0,21,-9
CCNC(=S)N1C2CCC1CC(NC(=O)NC1CCCCC1)C2 (configuration not stated),-9,2.1,-3,?,1,-2,-3,-16,0.1,18,-15
Cc1ccc(/C=c2\sc3n(c2=O)CN(c2ccc(Br)cc2)CN=3)o1,-3,-1.5,0,1,-5,0,-35,0,-0.2,-16,0
O=C(c1cccs1)n1nc(-c2ccccc2)nc1NCc1ccc(F)cc1,-5,-2.9,-30,-4,2,4,-26,-1,0.0,-56,11
C[C@]12CCC(=O)C=C1CC[C@@H]1[C@@H]2[C@@H](O)C[C@@]2(C)[C@H]1CC[C@]2(O)C(=O)COC(=O)CCC(=O)O,-5,0.9&5.2,-20&-15,-1&1,3&3,-3&-7,-10&-13,18&2,-0.2&-0.1,26&21,-10&3
Cc1ccc(NC2OC(CO)C(O)C(O)C2O)cc1 (configuration not stated),.,-2.6,5,1,-3,2,-1,4,-0.2,5,-4
O=C1CC(NNc2ccccc2)C(=O)N1c1ccccc1 (configuration not stated),-2,-1.4,-14,-14,1,1,-22,-11,0.2,4,-5
CCc1ccc(NC2CC(=O)N(c3ccc(OC)cc3OC)C2=O)cc1 (configuration not stated),-8,0.8,1,1,1,1,-16,-1,0.4,-40,2
CC(=O)c1sc(NC(=O)C(C)C)nc1C,-6,2.4,0,.,-1,2,2,-14,-0.1,0,-5
COc1cccc(CNS(=O)(=O)c2ccc(-n3cnnn3)c(C)c2)c1,-5,-0.4,7,-1,0,19,-4,-17,-0.2,12,-10
c1ccc(Cn2c(CSc3nnnn3-c3ccccc3)nc3ccccc32)cc1,-7,1.8,5,2,-3,1,25,-11,0.7,17,-3
O=C(CN(c1ccccc1F)S(=O)(=O)c1ccccc1)Nc1ccc2c(c1)OCCO2,.,-0.3,-14,.,2,-1,-4,-3,-0.3,-19,-4
CCc1ccccc1N1CC23C=CC(O2)C(C(=O)OCC(C)C)C3C1=O (configuration not stated),-4,8.5,-4,5,-3,-3,-7,13,0.1,11,.
O=C1CC(N2CCN(c3ccc(F)cc3)CC2)C(=O)N1Cc1cccs1 (configuration not stated),-1,-0.1,-6,3,1,1,6,-9,0.0,11,-6
COc1ccc(CCNC(=O)CCN2C(=O)COc3ccc(C)cc32)cc1OC,-6,2.4,2,-7,-4,0,12,-6,-0.1,18,11
O=C(CSc1ccc2ccccc2c1Br)Nc1cccc(S(=O)(=O)NC2=NCCCCC2)c1,-1,-1.9,10,0,13,-1,11,5,-0.2,20,6
Cc1ccc(C(=O)NCC(=O)Nc2ccncc2)cc1,.,-0.4,3,9,0,-1,4,-7,0.2,1,-15
Cc1cc(C)n2nc(SCC(=O)N/N=C/c3ccccn3)nc2n1,-6,-1.2,-7,8,-2,-9,-6,15,-0.1,15,-2
CSc1nc(N)nc2c1ncn2CC(=O)N[C@H](C)c1cccc2ccccc12,-4,1.1,11,-3,.,5,11,1,3.7,9,-4
Nc1ccccc1C(=O)NN=Cc1cccc([N+](=O)[O-])c1,-12,-1.4,.,.,.,-5,-202,-84,-0.1,-215,.
C=C(C)C1CCC2(C(=O)O)CCC3(C)C(CCC4C5(C)C(C=O)C(O)C(C)(C)C5CCC43C)C12 (configuration not stated),.,-1.0,10,5,0,-2,4,76*,-0.1,18,.
COc1ccc(OC)c(/C=c2\sc3nc(-c4cccs4)nn3c2=O)c1,-4,-2.1,8,8,0,4,-3,-21,-0.1,13,-3
CCOc1cccc(/C=N/NC(=O)C2CCCC2)c1O,.,-0.3,1,-3,-1,-7,-28,-54,1.3,-39,0
O=C(COC(=O)C12CC3CC(CC(C3)C1)C2)Nc1ccc([N+](=O)[O-])cc1Cl,-5,2.7,-6,0,-1,3,12,9,0.0,17,-10
Cc1c(C)c2c(OCC(=O)NCC3CCC(C(=O)O)CC3)cc3c(c2oc1=O)CCC(C)(C)O3 (configuration not stated),.,-3.3,.,-5,.,6,0,8,0.9,1,.
O=C(NCc1ccc(F)c(F)c1)C1CCC(=O)N(CCc2ccccc2)C1 (configuration not stated),-3,0.0,6,-3,.,-2,-6,9,0.1,-6,-11
COc1ccc(OCc2nnc(SCC(=O)NC3CCCCC3)o2)cc1,-6,1.0,-29,-11,0,11,-62,-33,0.0,-95,-8
CCOc1ccc(NC(=O)Cn2nnc(C(=O)NCc3ccco3)c2N)cc1,-6,2.1,-4,-8,-1,-1,10,21,-0.2,19,-3
C1=C(c2ccccc2)Nc2ncnn2C1c1ccccc1 (configuration not stated),-9,-0.3,3,-20,1,-5,11,-8,0.1,-8,-2
Cc1ccccc1S(=O)(=O)NC1=NCCCCC1,-4,-0.8,-7,.,-1,8,7,-14,0.0,10,2
O=C(CCC(=O)N(CC(=O)NC1CCCCC1)Cc1cccs1)Nc1ccccn1,-5,0.3,-13,-1,6,-4,25,-12,-0.4,5,-16
CCC(=O)N1c2ccc(S(=O)(=O)CCC(=O)NC3CCCC3)cc2CC1C (configuration not stated),-5,-1.9,7,3,0,-3,10,-9,0.1,5,-4
COc1cc(OC)cc(-c2nnc(NC(=O)CCS(=O)(=O)c3ccccc3)o2)c1,-4,-0.4,8,0,-2,2,7,4,0.8,13,-2
CN1N=C(C(=O)N=c2sc3ccccc3n2C)CCC1=O,-5,-0.4,-23,-4,.,4,-62,-14,0.1,-132,15
CCC(C)C(=O)Nc1nc(C)c(-c2csc(Nc3cc(OC)ccc3OC)n2)s1 (configuration not stated),-6,0.4,1,-7,0,27,6,-1,1.1,39,1
COC(=O)c1c(NC(=O)COC(=O)Cn2cnc3ccccc32)sc2c1CCCC2,-5,-0.8,7,-6,1,-3,-11,-11,-0.4,9,0
Nc1c(Br)cc2c(c1Br)C(O)c1ccccc1-2 (configuration not stated),-8,-2.0,2,-8,.,-1,-42,-15,-0.2,-41,-4
O=C(O)Cc1ccc(-c2ccccc2-c2ccccc2)cc1,0,-2.2,-1,-8,1,1,13,6,-0.2,20,2
COc1ccc(-c2cn3nc(SCC(=O)NCC4CCCO4)ccc3n2)cc1 (configuration not stated),-2,-0.5,-17,-2,3,16,-197,-85,0.0,-121,10
Cc1ccccc1C(=O)NCCCNC(=O)c1cnccn1,-3,0.7,4,0,2,-14,5,0,-0.3,6,11
O=C(Cc1ccccn1)c1ccncc1,-10,0.0,5,4,.,0,4,20,-0.2,6,16
CC(C)Oc1ccc(CCc2n[nH]c(=S)n2-c2ccccc2)cc1,-1,0.5,8,-1,5,-5,12,-15,0.2,8,0
N=C1S/C(=C\c2ccc(-c3ccccc3C(=O)O)o2)C(=O)N1c1ccc2c(c1)OCO2,-16,-2.0,-6,-3,.,19,4,3,0.7,10,-5
Cc1ccc(Oc2ccc(-c3nc(N)nc(N)n3)cc2)cc1C,-4,1.2,-18,-2,0,4,-37,-34,0.1,-65,11

# Next section, overlapping the part above by 2 compounds.
SMILES,CaV13 ICDI inh,iPSC survival up,TRPM1 prom inh,Vif imaging,NR2E3 ag-1,Exocytosis inh,Peg3 promoter,NR2E3 ag-2,aDG glyco act,HIF-2a block,PDI inh
N=C1S/C(=C\c2ccc(-c3ccccc3C(=O)O)o2)C(=O)N1c1ccc2c(c1)OCO2,-16,-2.0,-6,-3,.,19,4,3,0.7,10,-5
Cc1ccc(Oc2ccc(-c3nc(N)nc(N)n3)cc2)cc1C,-4,1.2,-18,-2,0,4,-37,-34,0.1,-65,11
Cc1nc2ccccc2c2oc(C(=O)NCCCN3CCC(C)CC3)cc12,61*,-2.9,.,-7,-3,5,-9,1,0.2,-5,.
COc1cc(C#Cc2ccc3cc(C(C)(C)O)oc(=O)c3c2)cc(OC)c1,-4,-1.9,-54,0,3,-1,-76,-54,-0.2,-203,-2
CC(C)OCCCNC(=O)CCC(=O)NNc1nc2ccccc2c2nc(-c3ccccc3)nn12,-1,-1.0,2,-9,1,3,8,1,0.0,-8,-7
O=C(NC1CCCCC1)C(c1ccc(F)cc1)N(Cc1ccco1)C(=O)c1ccccn1 (configuration not stated),0,-0.9,-3,1,3,1,2,21,0.3,10,-12
CCOC(=O)C1=CCN(S(=O)(=O)c2cccc(Cl)c2)C1c1ccc(F)cc1 (configuration not stated),-5,4.8,.,.,.,3,35,1,0.3,18,.

# Bioassay records (PubChem BioAssay)
